Source: PubChem (National Center for Advancing Translational Sciences (NCATS))
GCN5L2 inh – qHTS Assay for Inhibitors of GCN5L2; Histone acetyltransferase KAT2A (Homo sapiens), Q92830; GCN5L2 HAT assay, ThioGlo1 CoA-SH fluorescence; Potency, µM (doses to about 58.9 µM), for the others: at the top dose activity change, negative = inhibition, usual class: inhibitors; hit rate 0.21% among 390,000
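Compounds, pin-transferred from DMSO stocks, meet 20nM GCN5L2 for 15 min before the reaction begins with H3(1-25) peptide (75uM) and acetyl-CoA (70uM). Thiol-reactive ThioGlo1 reports CoA release over 20 min at room temperature.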
FEN1 inh – qHTS Assay for the Inhibitors of Human Flap endonuclease 1 (FEN1). P39748. Recombinant FEN1 flap cleavage, fluorescence, 15 min. Potency, µM (series often up to 114 µM), for the others: at the highest dose activity change, negative = inhibition, usual class: inhibitors. hit rate 0.35% among 390,000. AID 588795, 2011; note: nearly all actives have a fitted effect of over 65% in size
Target sequence (P39748 whole entry, looked up): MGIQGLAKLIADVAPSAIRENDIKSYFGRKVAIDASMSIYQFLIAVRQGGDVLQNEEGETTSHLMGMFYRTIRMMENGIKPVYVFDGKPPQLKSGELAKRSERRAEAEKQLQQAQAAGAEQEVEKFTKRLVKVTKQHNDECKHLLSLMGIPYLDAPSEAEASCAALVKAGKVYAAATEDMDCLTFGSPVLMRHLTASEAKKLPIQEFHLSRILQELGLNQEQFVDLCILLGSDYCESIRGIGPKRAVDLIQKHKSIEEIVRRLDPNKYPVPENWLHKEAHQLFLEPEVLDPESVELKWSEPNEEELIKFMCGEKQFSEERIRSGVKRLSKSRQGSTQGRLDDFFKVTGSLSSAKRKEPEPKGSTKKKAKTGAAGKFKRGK
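Potency values derive from four-parameter Hill fits of normalized qHTS data. The reaction used 10 nM FEN1 preincubated 15 min at room temperature with compound, then 50 nM DNA substrate, read at 0 and 15 min.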
TDP1 cell CPT – qHTS for Inhibitors of human tyrosyl-DNA phosphodiesterase 1 (TDP1): qHTS in cells in presence of CPT; chicken DT40 Tdp1-/-;hTDP1 cells + 20 nM CPT, ATP luminescence, 48 h; Potency, µM (highest dose often 46.2 µM), for inactives: at the highest dose activity change, negative = growth inhibition, most hits filed as inhibitors; hit rate 12% among 420,000; note: nearly all actives have a fitted effect of over 55% in size
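Chicken DT40 Tdp1-/- cells stably complemented with human TDP1 were seeded at 400 cells/well in medium containing 20 nM camptothecin, exposed to pin-transferred compounds, and grown at 37 °C for at least 48 hr. Viability was read as ATP luminescence.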
* = called active by the depositor; ? = inconclusive; nt = no result given; & = joins results of further samples; [ ] = dose if it differs, or a comment. Calls come from the whole dose curve; as a rule, active = well fitted curve in the direction sought with a large enough effect; inconclusive = small, poorly fitted or top-dose-only effect, or another doubt; inactive = no such curve, though single readings can be large; an effect the other way counts as inactive or inconclusive. % is set by controls: 0 for no effect and ±100 for the full control effect; potency is the fitted concentration of half-maximal effect. A portion of the library; count on the stated rates, not on these rows.

SMILES	GCN5L2 inh	FEN1 inh	TDP1 cell CPT
Cc1cccc(C(=O)OCC(=O)NNC(=O)c2cccs2)c1O	0%	-3%	12%
O=C(O)CCC(=O)O	21%	nt	?
O=C1CCc2ccccc2O1	0%	-8%	8%
O=C(Cn1cc(C(F)(F)F)ccc1=O)N/N=C/c1ccc(Cl)c(Cl)c1	-2%	3%	-13%
c1ccc(C[C@H]2CNCCN2CC2(c3ccccc3)CC2)cc1	-1%	-17%	?
COC(=O)C1=C(C)N(CCCC(=O)O)C(=O)NC1c1cccc(Cl)c1Cl (configuration not stated)	nt	0%	-13%
COC(=O)c1c(NC(=O)CSc2nncs2)sc2c1CCCCC2	-2%	-26%	?
Cc1ccc2c(c1)c1c(n2CC(O)Cn2c(C)nc3ccccc32)C(=O)CCC1 (configuration not stated)	-18%	3%	26µM*
CC(C)CCN1C(=O)C2(OCCCO2)c2cc(Cl)ccc21	-14%	-5%	-18%
COc1ccc2nc(Nc3nc4cc5c(cc4s3)OCO5)sc2c1	-2%	-1%	?
CC(c1ccco1)N(C(=O)c1cc(Cl)cc(Cl)c1)c1ccccn1 (configuration not stated)	2%	-2%	9.2µM*
Cc1ccc(/C=C/C(=O)N2CCN(Cc3ccccc3)CC2)o1	-5%	6%	?
Cc1ccc(C(=O)NCC(=O)Nc2ccc3c(c2)CCC3)cc1	1%	3%	13%
O=C(CN1CCN(C(=O)c2ccco2)CC1)Nc1cccc([N+](=O)[O-])c1	-4%	-2%	-27%
COc1ccc(S(=O)(=O)N(C)C[C@H]2Oc3ccc(NC(=O)Cc4cn(C)c5ccccc45)cc3C(=O)N([C@@H](C)CO)C[C@@H]2C)cc1	-5%	7%	?
CCc1ccccc1NC(=O)Cn1nnc(C(=O)NCc2ccccc2Cl)c1N	-2%	16%	?
Cc1ccc(NC(=O)N(Cc2ccco2)C(C)c2ccco2)cc1C (configuration not stated)	4%	-15%	?
Cc1cc(C(=O)COC(=O)CC2Sc3ccccc3NC2=O)c(C)n1-c1cccc(C(F)(F)F)c1 (configuration not stated)	-22%	-22%	?
NC(=O)C1(N2CCCCC2)CCN(C(=O)CCCn2c(=O)[nH]c3ccsc3c2=O)CC1	-2%	-5%	14%
O=C(NC1CCCC1)C(c1ccc(F)cc1)N(Cc1ccccc1Cl)C(=O)CCl (configuration not stated)	0%	-7%	5.8µM*
CC(C)C(NS(=O)(=O)c1cccs1)C(=O)NCc1ccccc1 (configuration not stated)	-1%	-7%	-1%
CC(=NCCc1ccccc1)C1=C(O)CCC1=O	0%	-6%	-20%
O=S(=O)(c1cccc(F)c1)N1CCN(c2ncnc3scc(-c4ccc(F)cc4)c23)CC1	1%	-6%	15µM*
COc1ccc(OS(=O)(=O)c2c(C)noc2C)cc1	-1%	-8%	-16%
CCn1c(=O)c2sccc2n2c(CCCC(=O)NCc3cccnc3)nnc12	-7%	-1%	20%
COc1ccc(C2c3ccc4ccccc4c3Oc3ncn(CCN(C)C)c(=N)c32)cc1 (configuration not stated)	0%	-8%	?
CSc1ccccc1NC(=O)C1C2CCC(C2)C1C(=O)O (configuration not stated)	1%	0%	4%
Cc1noc(C)c1-c1nccc(NC2CC2)n1	?	nt	7%
Cn1[nH]c(C(F)(F)F)c(C=NCc2ccc(Cl)cc2)c1=O	0%	-2%	-4%
CCOC(=O)c1cc(-c2ccccc2)nc2c(O)cccc12	nt	-15%	-17%
CC1CCCN(c2ccc(C(=O)Nc3ccc4c(c3)OCO4)cc2[N+](=O)[O-])C1 (configuration not stated)	-4%	-24%	?
COc1cccc(OC)c1C(=O)Nc1cccc(-c2cn3ccsc3n2)c1	-7%	-8%	-68%
COc1cccc(C(=O)N/N=C/c2ccc(OC3CSC3)cc2)c1	2%	3%	-6%
COC(=O)C1(NC(=O)NC23CC4CC(CC(C4)C2)C3)CCCCC1	-2%	-6%	4%
CCC(C)NS(=O)(=O)c1ccc(NC(=O)C2CCN(C(=O)c3ccco3)CC2)cc1 (configuration not stated)	-7%	2%	?
COc1cccc(CNC(=O)c2c(C)oc3ncnc(N4CCOCC4)c23)c1	2%	-1%	14%
O=C(CN1C(=O)NC2(CCCCCC2)C1=O)NCCc1ccccc1	-2%	0%	-17%
CCc1nnc(NS(=O)(=O)c2ccc(NC(=O)c3ccco3)cc2)s1	-5%	20%	1%
Cc1noc(C)c1C(=O)Nc1sc(C)c(-c2ccccc2)c1C#N	2%	-2%	?
CCc1cc2c(-c3ccccc3)cc(=O)oc2cc1OC(=O)c1cccs1	-4%	14%	?
COc1ccc(C(=O)N2CC=C(c3ccccc3)CC2)cc1S(=O)(=O)N1CCOCC1	-2%	2%	-2%
Cc1nc2c3ccccc3nc(NNC(=O)CCC(=O)N3CCN(c4ccc(F)cc4)CC3)n2n1	-6%&-3%	0%&-4%	-17%&-12%
CCOC(=O)Cc1csc(NC(=O)CSc2nc(=O)[nH]c3c2CCCC3)n1	0%	6%	5%
O=C(Nc1cccc(NC(=O)c2ccco2)c1)c1ccc2c(c1)OCO2	-4%	-3%	?
COc1cc(/C=C/C(=O)OCC(=O)NCc2ccccc2OC)ccc1O	-6%	-7%	?
CCCCc1ccc(NC(=O)CSCc2cc(=O)[nH][nH]2)cc1	-9%	-15%	-8%
CN1CCN(C(=O)c2ccccc2NC(=O)c2ccccc2)CC1	-16%	-1%	-16%
CC(=O)Nc1ccc(S(=O)(=O)Nc2cc(-c3ccccc3)nn2C)cc1	-3%	0%	3%
Cc1ccc(S(=O)(=O)N2CCN(C(=O)COC(=O)/C=C/c3ccc(OC(F)F)cc3)CC2)cc1	nt	11%	?
CC(C)N1CCc2c(sc(NC(=O)c3cc4cc([N+](=O)[O-])ccc4s3)c2C(N)=O)C1	-3%	?	4.6µM*

Part of the list above in order of length of the SMILES, falling:
SMILES	GCN5L2 inh	FEN1 inh	TDP1 cell CPT
Cc1ccc(S(=O)(=O)N2CCN(C(=O)COC(=O)/C=C/c3ccc(OC(F)F)cc3)CC2)cc1	nt	11%	?
CC(C)N1CCc2c(sc(NC(=O)c3cc4cc([N+](=O)[O-])ccc4s3)c2C(N)=O)C1	-3%	?	4.6µM*
Cc1nc2c3ccccc3nc(NNC(=O)CCC(=O)N3CCN(c4ccc(F)cc4)CC3)n2n1	-6%&-3%	0%&-4%	-17%&-12%
CC1CCCN(c2ccc(C(=O)Nc3ccc4c(c3)OCO4)cc2[N+](=O)[O-])C1 (configuration not stated)	-4%	-24%	?
COc1ccc(C(=O)N2CC=C(c3ccccc3)CC2)cc1S(=O)(=O)N1CCOCC1	-2%	2%	-2%
CCOC(=O)Cc1csc(NC(=O)CSc2nc(=O)[nH]c3c2CCCC3)n1	0%	6%	5%
CC(=O)Nc1ccc(S(=O)(=O)Nc2cc(-c3ccccc3)nn2C)cc1	-3%	0%	3%
COc1cccc(CNC(=O)c2c(C)oc3ncnc(N4CCOCC4)c23)c1	2%	-1%	14%
COC(=O)C1(NC(=O)NC23CC4CC(CC(C4)C2)C3)CCCCC1	-2%	-6%	4%
COc1cccc(OC)c1C(=O)Nc1cccc(-c2cn3ccsc3n2)c1	-7%	-8%	-68%
COc1cc(/C=C/C(=O)OCC(=O)NCc2ccccc2OC)ccc1O	-6%	-7%	?
Cn1[nH]c(C(F)(F)F)c(C=NCc2ccc(Cl)cc2)c1=O	0%	-2%	-4%
O=C(CN1C(=O)NC2(CCCCCC2)C1=O)NCCc1ccccc1	-2%	0%	-17%
CN1CCN(C(=O)c2ccccc2NC(=O)c2ccccc2)CC1	-16%	-1%	-16%
CCOC(=O)c1cc(-c2ccccc2)nc2c(O)cccc12	nt	-15%	-17%

(more compounds)
SMILES	GCN5L2 inh	FEN1 inh	TDP1 cell CPT
Cn1nc([N+](=O)[O-])nc1Oc1ccccc1C(=O)N1CCOCC1	-1%	-1%	1%
CCOc1ccc(OCCC(=O)N(CC)CC(=O)NCc2ccc(Cl)cc2)cc1	-9%	9%	?
CC(=O)N(C(C)=O)c1nc2nc(C)cc(C)n2n1	33%[activator]	?	15%
CC1Cc2nc(SCC(=O)N3CCN(c4ccccc4)CC3)n(CCc3ccccc3)c(=O)c2S1 (configuration not stated)	-15%	-9%	18µM*
CN(CC(=O)N1CCc2ccccc21)S(=O)(=O)c1ccc(Br)s1	-3%	11%	?
C=CCNc1nnc(Cc2ccc(F)cc2)c(=O)[nH]1	-6%	-4%	-14%
COc1cccc(/C=C2\CCC(C3CCCC3)C2=O)c1 (configuration not stated)	-22%	-9%	8%
COc1cc(C2C(C#N)=C(N)Oc3cc(C)oc(=O)c32)cc2c1OCO2 (configuration not stated)	-21%	-11%	-17%
CC(C)CNC(=O)c1coc(=O)c(Br)c1	-4%	-1%	0.41µM*
O=C(CSc1nnc(-c2ccncc2)n1-c1ccccc1)NC1CC1	-15%	1%	-2%
Cc1nnc(NC(=O)C(C)Sc2nnc(CNC(=O)c3ccccc3F)n2C)s1 (configuration not stated)	-14%	8%	-6%
C=CCNC(=O)c1cc(Cl)ccn1	-9%	16%	16%
CS(=O)(=O)N1c2ccccc2[C@@]2(Br)C[C@H]3C(=O)N[C@@H](Cc4ccccc4)C(=O)N3[C@@H]12	nt	-4%	?
Cc1cccc2c(N=Nc3ccc(S(=O)(=O)Nc4cccc(Cl)c4)cc3[N+](=O)[O-])c(O)[nH]c12	-5%	-17%	-3%
CCN(CC)S(=O)(=O)c1ccc(C)c(NC(=O)COC(=O)C=C(C)C)c1	-4%	-4%	?
O=C(Oc1ccccc1)N1CCC2(CC1)CN(c1ccccn1)C2	7%	nt	-2%
COc1ccc(CCNC(=O)c2ccc3c(c2)nc2n3CCCCC2)cc1OC	-9%	-10%	-30%
CCOC(=O)C1CCCN(S(=O)(=O)CCNC(=O)c2cccc(OC)c2)C1 (configuration not stated)	-15%	3%	-37%
Cc1ccc2nc3c(nc2c1C)C(O)=C3O	5%	3%	15µM*
COc1ccc(N2CCN(C(CNC(=O)C(C)C)c3ccc4c(c3)OCO4)CC2)cc1 (configuration not stated)	-6%	-12%	0%
Cc1nn(CC(=O)Nc2ccc3c(c2)nc(CCN2CCCCC2)n3C)c(=O)c2ccccc12	-5%	1%	11µM*
Cc1cccc(CCNCc2c(C(=O)O)c(C)n(-c3ccccc3)c2C)c1	?	16%	-26%
Cc1cc(C)c(CN2CCN(C(=O)Cn3ccc(NC(=O)OCc4ccccc4)nc3=O)CC2)c(C)c1	-24%	-9%	5.2µM*
C/C(=N\NC(=S)Nc1cc(S(=O)(=O)N2CCOCC2)ccc1Cl)c1ccc(N2CCOCC2)cc1	-8%	2%	2.9µM*
C=CCC(O)(CC=C)CNC(=O)c1ccc(OC)c(OC2CCN(C(C)=O)CC2)c1	-4%	9%	1%
C=CCNC(=O)COC(=O)CNC(=O)c1cc(Cl)cc([N+](=O)[O-])c1	-1%	8%	-4%
CCOC(=O)C1=C(COC(=O)CCOc2ccc(OC)cc2)NC(=O)NC1C (configuration not stated)	2%	6%	-4%
O=C(CSc1nnnn1C1CCCC1)Nc1ccc2c(c1)OCCO2	-4%	-14%	?
COc1ccccc1NC(=O)Nc1nc(CC(=O)NCc2ccccn2)cs1	0%	5%	?
Cc1ccccc1-c1n[nH]c(=S)n1Cc1ccccc1	-3%	0%	2%
Cc1ccccc1OCC(=O)N1CCCc2ccccc21	-7%	9%	2%
Cc1nc2ccccc2c(=O)n1/N=C/c1c(O)ccc2oc3c(c12)CCCC3	12%	-4%	21µM*
Cc1ncc([N+](=O)[O-])n1CCOC(=O)NC(NCc1cccnc1)C(Cl)(Cl)Cl (configuration not stated)	-3%	-2%	?
Fc1ccc2c(c1)Sc1ccc(Cl)cc1CC2N1CCN(CCC2OCCO2)CC1 (configuration not stated)	nt	-18%	?
Cc1c(Cl)ccc2sc(N3CCN(C(=O)c4ccco4)CC3)nc12	0%	2%	15µM*
O/N=C1\CC(O)Cc2nonc21 (configuration not stated)	5%	-3%	2%
CCn1cc2nc(SCC(=O)Nc3ccc(F)cc3F)n(Cc3ccccc3)c(=O)c2n1	5%	-12%	23µM*
C[C@@H](C(=O)CC(=O)OC(C)(C)C)[C@@H](O)c1c(F)cccc1Cl	0%	9%&4%	-7%
